Screening data as filed in PubChem.
CXXC DNA block = MLL CXXC-DNA interaction inhibition; Q03164; MLL-CXXC / FITC-HOXA9 DNA fluorescence polarization; Potency, µM (top dose mostly 115 µM), inactives show top-dose activity change, negative = inhibition, most hits filed as inhibitors; 290,000 tested, 0.037% active; active means well fitted inhibition curve with a large enough effect in the polarisation, with a control signal flat, not every such curve was filed as active; inconclusive means small, poorly fitted or top-dose-only effect, or effect the other way, or a change in a side signal; inactive means no such curve, though single readings can be large or run the other way; the % refers to the polarisation; further: potency means the concentration at half of the fitted maximal effect
Target sequence (Q03164 whole entry, looked up): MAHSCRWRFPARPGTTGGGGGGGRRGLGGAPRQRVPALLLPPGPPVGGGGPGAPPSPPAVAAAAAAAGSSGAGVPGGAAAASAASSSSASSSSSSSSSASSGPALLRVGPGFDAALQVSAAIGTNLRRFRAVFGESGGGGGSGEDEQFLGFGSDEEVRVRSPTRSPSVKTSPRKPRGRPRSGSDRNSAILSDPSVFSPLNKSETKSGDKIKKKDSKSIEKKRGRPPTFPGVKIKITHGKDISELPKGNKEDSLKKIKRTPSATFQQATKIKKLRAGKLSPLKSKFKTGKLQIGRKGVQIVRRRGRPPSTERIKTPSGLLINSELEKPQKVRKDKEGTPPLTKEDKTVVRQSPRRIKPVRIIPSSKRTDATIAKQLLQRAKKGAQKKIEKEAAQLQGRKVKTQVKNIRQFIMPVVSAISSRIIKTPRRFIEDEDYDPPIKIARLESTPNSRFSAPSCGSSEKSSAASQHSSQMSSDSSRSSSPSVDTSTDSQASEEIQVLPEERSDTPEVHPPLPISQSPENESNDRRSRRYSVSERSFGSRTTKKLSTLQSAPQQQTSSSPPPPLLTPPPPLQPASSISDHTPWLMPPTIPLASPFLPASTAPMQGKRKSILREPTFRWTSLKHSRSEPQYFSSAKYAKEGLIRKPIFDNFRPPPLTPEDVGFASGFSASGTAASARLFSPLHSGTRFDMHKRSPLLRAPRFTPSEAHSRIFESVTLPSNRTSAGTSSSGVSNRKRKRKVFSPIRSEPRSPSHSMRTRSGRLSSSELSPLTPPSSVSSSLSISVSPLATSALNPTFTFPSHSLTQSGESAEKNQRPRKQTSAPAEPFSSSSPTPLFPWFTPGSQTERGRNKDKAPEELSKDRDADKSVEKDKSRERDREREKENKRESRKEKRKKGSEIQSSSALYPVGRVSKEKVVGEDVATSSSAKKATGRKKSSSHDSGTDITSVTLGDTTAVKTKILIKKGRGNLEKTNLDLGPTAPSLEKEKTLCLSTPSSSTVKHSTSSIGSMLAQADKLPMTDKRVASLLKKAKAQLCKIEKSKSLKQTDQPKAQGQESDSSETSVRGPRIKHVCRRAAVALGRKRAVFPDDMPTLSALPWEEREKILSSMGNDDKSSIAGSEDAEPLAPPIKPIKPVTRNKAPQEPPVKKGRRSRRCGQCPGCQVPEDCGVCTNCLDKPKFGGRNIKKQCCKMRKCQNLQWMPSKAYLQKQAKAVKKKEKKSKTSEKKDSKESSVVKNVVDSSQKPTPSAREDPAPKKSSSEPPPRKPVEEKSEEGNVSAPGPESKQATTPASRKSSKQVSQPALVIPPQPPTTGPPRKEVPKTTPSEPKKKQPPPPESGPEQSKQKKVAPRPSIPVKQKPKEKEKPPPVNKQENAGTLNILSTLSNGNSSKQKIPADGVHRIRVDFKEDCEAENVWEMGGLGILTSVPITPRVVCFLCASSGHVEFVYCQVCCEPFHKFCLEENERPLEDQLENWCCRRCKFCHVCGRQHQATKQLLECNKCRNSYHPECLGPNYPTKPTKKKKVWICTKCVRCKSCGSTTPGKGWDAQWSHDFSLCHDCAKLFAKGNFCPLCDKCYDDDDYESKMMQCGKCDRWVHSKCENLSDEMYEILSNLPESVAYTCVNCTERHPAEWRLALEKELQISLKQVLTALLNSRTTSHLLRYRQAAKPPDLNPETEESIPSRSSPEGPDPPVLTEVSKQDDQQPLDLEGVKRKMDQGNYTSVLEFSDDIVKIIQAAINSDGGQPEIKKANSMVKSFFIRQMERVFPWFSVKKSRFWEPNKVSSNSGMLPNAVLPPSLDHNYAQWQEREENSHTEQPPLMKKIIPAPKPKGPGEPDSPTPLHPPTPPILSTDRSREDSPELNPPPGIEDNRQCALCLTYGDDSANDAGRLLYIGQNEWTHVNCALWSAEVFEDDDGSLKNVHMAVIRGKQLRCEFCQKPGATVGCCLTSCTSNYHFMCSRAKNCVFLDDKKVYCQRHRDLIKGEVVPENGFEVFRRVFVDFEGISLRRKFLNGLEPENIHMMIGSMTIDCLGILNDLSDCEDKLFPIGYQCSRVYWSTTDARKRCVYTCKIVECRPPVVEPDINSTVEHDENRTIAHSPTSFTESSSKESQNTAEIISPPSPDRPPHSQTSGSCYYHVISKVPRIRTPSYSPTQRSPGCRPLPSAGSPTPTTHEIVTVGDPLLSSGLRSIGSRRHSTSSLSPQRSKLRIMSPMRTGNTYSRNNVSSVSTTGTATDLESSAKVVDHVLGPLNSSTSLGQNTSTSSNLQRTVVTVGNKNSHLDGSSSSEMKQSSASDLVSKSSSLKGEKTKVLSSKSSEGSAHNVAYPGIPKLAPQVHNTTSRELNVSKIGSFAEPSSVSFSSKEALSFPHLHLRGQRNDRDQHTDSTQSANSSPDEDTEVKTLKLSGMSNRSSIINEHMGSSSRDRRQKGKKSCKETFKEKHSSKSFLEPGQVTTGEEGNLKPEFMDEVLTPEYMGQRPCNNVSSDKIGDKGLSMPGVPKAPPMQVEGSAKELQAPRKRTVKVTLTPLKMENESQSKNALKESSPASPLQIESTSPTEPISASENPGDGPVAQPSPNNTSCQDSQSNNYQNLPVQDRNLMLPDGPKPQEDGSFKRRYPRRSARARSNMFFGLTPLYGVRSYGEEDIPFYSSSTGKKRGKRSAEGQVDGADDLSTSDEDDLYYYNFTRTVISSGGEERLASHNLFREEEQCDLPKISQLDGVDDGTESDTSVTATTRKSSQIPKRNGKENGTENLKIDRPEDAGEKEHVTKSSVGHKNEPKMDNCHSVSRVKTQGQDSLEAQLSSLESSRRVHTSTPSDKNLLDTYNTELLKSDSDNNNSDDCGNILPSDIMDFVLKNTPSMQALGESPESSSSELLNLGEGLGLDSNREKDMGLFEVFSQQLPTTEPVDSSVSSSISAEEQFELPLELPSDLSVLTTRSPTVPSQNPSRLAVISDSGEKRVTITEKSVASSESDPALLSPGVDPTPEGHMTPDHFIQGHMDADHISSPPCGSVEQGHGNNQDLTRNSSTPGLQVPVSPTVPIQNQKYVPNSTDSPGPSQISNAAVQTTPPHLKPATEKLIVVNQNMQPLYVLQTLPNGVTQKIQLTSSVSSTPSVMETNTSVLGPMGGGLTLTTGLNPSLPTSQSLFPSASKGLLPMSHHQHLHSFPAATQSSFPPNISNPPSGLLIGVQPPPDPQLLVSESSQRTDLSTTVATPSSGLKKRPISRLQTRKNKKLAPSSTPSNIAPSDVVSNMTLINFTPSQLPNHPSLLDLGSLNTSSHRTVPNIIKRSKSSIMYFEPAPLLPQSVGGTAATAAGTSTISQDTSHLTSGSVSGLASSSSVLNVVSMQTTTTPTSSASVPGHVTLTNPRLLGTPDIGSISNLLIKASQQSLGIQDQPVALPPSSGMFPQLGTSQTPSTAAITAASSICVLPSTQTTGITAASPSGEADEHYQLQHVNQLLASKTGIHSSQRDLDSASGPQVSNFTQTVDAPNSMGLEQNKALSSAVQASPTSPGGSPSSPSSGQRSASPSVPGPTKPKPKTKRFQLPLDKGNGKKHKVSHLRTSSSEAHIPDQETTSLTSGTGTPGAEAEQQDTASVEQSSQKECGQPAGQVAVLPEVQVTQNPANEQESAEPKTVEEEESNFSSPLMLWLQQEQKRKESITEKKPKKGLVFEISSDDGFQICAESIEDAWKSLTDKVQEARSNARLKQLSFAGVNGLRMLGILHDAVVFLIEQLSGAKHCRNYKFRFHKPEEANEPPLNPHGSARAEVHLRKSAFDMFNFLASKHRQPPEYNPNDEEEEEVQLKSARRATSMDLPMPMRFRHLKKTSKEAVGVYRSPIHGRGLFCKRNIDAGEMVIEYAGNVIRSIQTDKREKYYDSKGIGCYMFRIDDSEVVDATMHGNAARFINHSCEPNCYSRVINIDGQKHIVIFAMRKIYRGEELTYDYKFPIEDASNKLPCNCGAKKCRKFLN
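Fluorescence polarization: 7 uM MLL-CXXC (stock) preincubated 5 min with compounds, then 50 nM fluorescein-HOX-A9 DNA (stock) added; 30 min ambient. Buffer 50 mM Tris-HCl pH 7.5, 50 mM NaCl, 1 mM DTT, 0.05% BSA.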
TCR activator = activators of T cell receptors; Potency, µM (doses to about 9.22 µM), for inactives: at the highest dose activation of IL-2 secretion, most hits filed as activators; primary human leukocytes, anti-CD3, IL-2 HTRF, 48 h; 330,000 tested, under 10 active; further: % of control where 0% means no effect
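Activity was scored as IL-2 release from primary human leukocytes given only a TCR signal (a-CD3 beads) plus compound for 48 hr. Detection used a two-antibody HTRF format read at 665nm.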
Integrin act MD = activates integrin-mediated alleviation for muscular dystrophy | alpha7betagal myoblasts, beta-gal FDG fluorescence, 48 h | Potency, µM (doses to about 38.3 µM), without a hit: at the top dose activation, usual class: activators | 350,000 tested, 0.064% active;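 further: potency means the concentration at half of the fitted maximal effect; 100% = response of the positive control SU9516; nearly all actives have a fitted effect of over 60% in size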
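alpha7betagal+/- myoblasts (passage 13, 250/well) treated 48 h at 37C with compounds at 1:260 dilution of DMSO stock. Lysed, then beta-galactosidase activity read as FDG fluorescence (ex 480/em 540) after 30 min, with pre-read for autofluorescence.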
ELG1 repair inh = blocks ELG1-dependent DNA repair in HEK293T cells. AID 504467. HEK293T ELG1-luciferase reporter, luminescence, 16 h; DNA damage induced by 5-fluorouridine. 330,000 tested, 2.3% active. Potency, µM (doses to about 46.1 µM), for the others: at the highest dose activity change, negative = inhibition, usual class: inhibitors; further: potency means the concentration at half of the fitted maximal effect; on the % scale 0 is the no-effect control and ±100 the full control effect; nearly all actives have a fitted effect of over 55% in size
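Overnight (16 hr) co-exposure of 2,000 cells/well to 5-fluorouridine and compound at 37 °C preceded detection. Luciferase was quantified via ONE-Glo luminescence; loss of signal denotes inhibition.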
TRPV1 agonist = human TRPV1 agonism | 320,000 tested, 0.19% active | Q8NER1 | activation, % at 8.33 µM | AID 540275 | TRPV1-expressing cells, Fluo-8 calcium influx, agonist mode; in the data active means activation above about 80%; inconclusive means between about 30% and that limit; further: 0% is about no effect
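TRPV1-expressing cells were cultured overnight at 35.5C and loaded with Fluo-8 calcium dye for 40 to 90 min at room temperature. After a 10 s baseline, compound was added and calcium influx was read kinetically for 3 min (ex 480/em 520 nm).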
AT treatment = candidate therapy for ataxia-telangiectasia. […] A-T fibroblasts, KAP-1 phosphorylation AlphaLISA; neocarzinostatin DNA damage 30 min before lysis. Potency, µM (highest dose often 57.5 µM), without a hit: top-dose activation, hits mostly activators. 320,000 tested, 0.19% active. AID 485349; further: potency means the concentration at half of the fitted maximal effect; % of control where 0% means no effect; nearly all actives have a fitted effect of over 45% in size
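hTERT-immortalized A-T patient fibroblasts ([…]), 500 cells/well in OPTI-MEM, 1% FBS, got compounds for 60 min, then NCS for 30 min at 37C. Lysates were then assayed for phospho-KAP-1 by AlphaLISA (anti-pKAP1 donor, anti-KAP1 acceptor beads), 6 hr at 25C.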
p53 reactivation = re-activators of mutant p53. H1299 p53-A138V BP100-luciferase reporter, luminescence, 24 h. Potency, µM (titrated, usually from 92.2 µM), inactives show at the top dose activity change, positive = activation, usual class: activators. 320,000 tested, 0.063% active; further: potency means the concentration at half of the fitted maximal effect; % of control where 0% means no effect; nearly all actives have a fitted effect of over 45% in size
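H1299 (p53-null), stable ts p53-A138V + BP100-Luc; 1000 cells/well, Opti-MEM/10% FBS; cpd 4 pt, 1:5; 24 h, 37 deg C, 5% CO2; detection reagent 10 min RT; luminescence.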
B2AR arrestin = agonists driving beta-arrestin recruitment to human beta2-adrenergic receptor. beta-arrestin recruitment to beta2AR, cell-based reporter. 330,000 tested, 0.02% active. P07550. Potency, µM (top dose mostly 46.1 µM), for the others: at the highest dose activation, hits mostly activators;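 further: potency means the concentration at half of the fitted maximal effect; 0% = DMSO controls and full agonism = EC100 isoproterenol or metaproterenol; nearly all actives have a fitted effect of over 65% in size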
BRCA1 expr act = BRCA1 expression activation; AID 624202; 380,000 tested, 1.1% active; MCF7-BRCA1-FFLuc reporter, luminescence, 48 h; response scale: scaled: vehicle 0%, 10 µM genistein 100%; Potency, µM (titrated, usually from 46.1 µM), for inactives: top-dose activation, usual class: activators; further: potency means the concentration at half of the fitted maximal effect; nearly all actives have a fitted effect of over 80% in size; some results filed as inactive show a strong effect at the top dose
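MCF7-BRCA1-FFLuc cells, 2000/well in phenol-red-free MEM, attached 2 h then treated 48 h at 37 C. Luciferase luminescence read 15 min after reagent; normalized to genistein maximum activation (10microM) and DMSO, concentration-response fitted.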
PTAP TSG101 blk = blocks PTAP/TSG101 interaction to inhibit HIV-1 budding. Fluorescence polarization, FITC-PTAP peptide / Tsg101 binding. Potency, µM (titrated, usually from 115 µM), for inactives: top-dose activity change, negative = inhibition, most hits filed as inhibitors. Q99816. 340,000 tested, under 10 active; active means well fitted inhibition curve with a large enough effect in the main read-out, with a control signal flat, not every such curve was filed as active; inconclusive means small, poorly fitted or top-dose-only effect, or effect the other way, or a change in a side signal; inactive means no such curve, though single readings can be large or run the other way; further: potency means the concentration at half of the fitted maximal effect; % of control where 0% means no effect
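Compounds were pin-transferred onto Tsg101 binding domain (10 uM final) in HEPES pH 7.5 buffer, then FITC-PTAP peptide was added at 50 nM final. After 20 min at RT, polarization reported peptide displacement across a qHTS concentration series.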
An asterisk follows results filed as active; ? = inconclusive; nt = not tested or not shown; & = joins results of further samples; [ ] = another dose, or the depositor's remark. Unless noted, the call rests on the fitted dose curve; in most records, active means well fitted curve in the direction sought with a large enough effect; inconclusive means small, poorly fitted or top-dose-only effect, or another doubt; inactive means no such curve, though single readings can be large; an effect the other way counts as inactive or inconclusive.

Results follow in this order: CXXC DNA block | TCR activator | Integrin act MD | ELG1 repair inh | TRPV1 agonist | AT treatment | p53 reactivation | B2AR arrestin | BRCA1 expr act | PTAP TSG101 blk
COc1cc(OCc2ccc(C)cc2)ccc1CNC[C@H]1O[C@@H](n2cnc(C(N)=O)n2)[C@H](O)[C@@H]1O
  nt | -4% | 16% | nt | nt | nt | nt | nt | 1% | -4%
O=C(CSc1nnc(-c2ccc3c(c2)OCO3)o1)Nc1ncc(Cl)cc1Cl
  10% | 10%[46.1 µM] | -57%[inhibitor] | ? | 2 | -2% | 5% | 10% | -2% | -3%
CC(C)(C)N1CC(c2nc3ccccc3n2Cc2ccccc2)CC1=O (centres undefined)
  -8% | 2% | -13% | ? | 19 | 4% | 0% | 0.1% | -18% | -12%
CC(C)(C)NC(=O)/C(=C\c1ccco1)NC(=O)c1ccco1
  31%[activator] | 5% | 20% | ? | -2 | 5% | 3% | -0.3% | 0% | 0%
OCC[C@@H]1C[C@@H](O)[C@H](O)[C@]2(CCCO2)O1
  nt | 2% | 12% | nt | nt | nt | nt | nt | -3% | 0%
O=C(COC(=O)c1oc2ccccc2c1CSc1ccc(Cl)cc1)NC1CCCC1
  9% | 5%[46.1 µM] | -6% | 1% | 11 | 22% | 5% | -0.4% | -1% | -3%
O=C(CCCCCCN1C(=O)c2ccccc2C1=O)NC1CCCCC1
  3% | 1%[46.1 µM] | 11% | -14% | 8 | nt | -7% | -0.8% | -38% | -1%
O=S(=O)(Nc1ccc(S(=O)(=O)Nc2ncccn2)cc1)c1ccc(Cl)cc1
  2% | -1% | 0% | 7% | -1 | -3% | -6% | -0.2% | 5% | -8%
COc1cc(OC)c(NC(=O)c2ccc(Br)o2)cc1Cl
  -3% | 5% | -21% | ? | 23 | 4% | -3% | -0.1% | -54% | -7%
Cc1ccc(Cc2nc(-c3cccnc3)no2)cc1
  2% | 10%[46.1 µM] | 1% | ? | 1 | 6% | 15% | -0.4% | 52% | 0%
CCN1CCc2nc(NC(=O)CC(c3ccccc3)c3ccccc3)sc2C1
  ? | 7% | 0% | ? | -1 | 8% | -2% | -0.6% | -10% | -1%
Cn1nnc(-c2ccc(OCc3ccccc3F)cc2)n1
  0% | 4% | 1% | ? | 8 | 5% | nt | -0.1% | ? | 0%
CCOC(=O)/C=C/C(=O)OCC(=O)NCc1ccccc1
  8% | -5%[46.1 µM] | ? | 9% | 1 | -2% | 26% | 2.4% | -45% | 0%
c1cnc(N2CCN(Cc3ccc4c(c3)OCO4)CC2)cn1
  -3% | 1% | 7% | 0% | 1 | -5% | -3% | -0.1% | -22% | -1%
CCC(C)(C)NC(=O)C(c1cccn1C)N(C(=O)Cn1nnc2ccccc21)c1ccccc1OC (centres undefined)
  0% | 3% | -4% | 13% | 23 | 9% | 7% | 0.1% | -20% | 0%
CCCCNC(=O)COC(=O)CCC(=O)c1ccc(Cl)cc1
  9% | 1% | 10% | 3% | -1 | -5% | 0% | 0.3% | 0% | -5%
O=C(c1cccn2c(=O)c3ccccc3nc12)N1CCN(Cc2ccc3c(c2)OCO3)CC1
  8% | 0% | 5% | ? | 2 | -3% | -2% | -0.1% | -40% | -6%
O=C(CCN1CCN(S(=O)(=O)c2ccc(Br)cc2)CC1)Nc1ccccc1F
  -2% | 3% | 38% | ? | 5 | 1% | 5% | -0.2% | -23% | 2%
Cc1ccc(CC(=O)Nc2nc3c(s2)CCCC3)cc1
  8% | 7% | -21% | ? | 6 | 0% | ? | -0.1% | 44% | -1%
CC1=CC(C)(C)n2c(O)c(N=N)c3c(C)ccc1c32
  -11% | -6% | 0% | 0% | -3 | 32µM* | -2% | -0.2% | 6% | 7%
COc1ccc2c(c1)c(=O)oc1cc3occ(C(C)(C)C)c3cc12
  -22% | 0% | 33% | 3% | 1 | -1% | 1% | -0.3% | -4% | -1%
COc1cccc(N2CCN(C(=O)c3cc4c(=O)n(Cc5ccccc5)ccc4nc3C)CC2)c1
  2% | 1% | -43% | ? | 2 | 0% | -3% | -1.1% | -6%&5% | -5%
O=C(Nc1ccccc1N1CCN(C(=O)c2ccccc2)CC1)c1ccc(Cl)cc1
  -4% | 0% | 0% | -25% | ? | 3% | -3% | 0.1% | -67% | -3%
COC(=O)C1=C(N)Oc2cc(N(C)C)ccc2C1c1ccccc1OC (centres undefined)
  -7% | 1% | -14% | 9% | ? | -2% | 1% | -0.5% | -42% | -8%
COc1cccc(NC(=O)c2nn(C)cc2Br)c1
  nt | -4% | 14% | nt | nt | nt | nt | nt | 0% | -5%
COc1cccc(NC(=O)C(OC(=O)c2ccc([N+](=O)[O-])o2)c2ccccc2)c1 (centres undefined)
  10% | -5%[46.1 µM] | -5% | -1% | -5 | 2% | 4% | -1.4% | 22% | -2%
CCOC(=O)c1c(S(=O)(=O)NCC(=O)Nc2ccccc2F)c(C)n(C)c1C
  16% | 6% | -3% | 3% | -1 | 1% | 3% | 0.1% | 6% | 0%
Cc1[nH]n(-c2ccc([N+](=O)[O-])cc2)c(=O)c1C=NCCc1ccc(S(N)(=O)=O)cc1
  -9% | 5% | 2% | 0% | -1 | 3% | 0% | 6.9% | -7% | -3%
O=C(CNC(=O)COc1ccccc1)NCCN1CCOCC1
  nt | 7% | 12% | 16% | 0 | 15% | 7% | 0.3% | 1% | -12%
COc1cccc(-n2c(COc3ccc(C)cc3)nnc2SCC(N)=O)c1
  -7% | 2% | 28% | 2% | 0 | 3% | -2% | -0.8% | -5% | -3%
Cc1ccc(NC(=O)c2cc(S(=O)(=O)N3CCOCC3)cs2)cc1
  -2% | -3% | 17% | 11% | 81* | 4% | -6% | -1.3% | -13% | 0%
Cc1oc2cc(OC(C)C(=O)O)ccc2c(=O)c1Oc1ccccc1 (centres undefined)
  2% | 36% | 12% | 3% | 1 | 4% | -3% | -0.5% | 32% | -7%
COc1ccc(C2CC(=O)Oc3c(C(CCN4CCCC(C)C4)c4ccc(N(C)C)cc4)c(OC)cc(OC)c32)cc1 (centres undefined)
  -3% | -1% | -11% | 14% | 8 | -30% | -5% | 0.0% | 0% | -5%
O=C(COC(=O)C1CCCC1)Nc1ncc(Cl)cc1Cl
  nt | 3% | -6% | ? | 0 | -6% | 4% | 0.2% | -4% | -5%
COC(=O)c1cccc(-c2noc(-c3ccccc3F)n2)c1
  nt | 0% | nt | ? | 8 | 5% | ? | -0.8% | -34% | nt
Cc1nn(CCC(=O)NCc2ccc(OC(C)C)cc2)c(=O)c2nn(-c3ccccc3)c(C)c12
  0% | 3% | -38% | -15% | 0 | -8% | 1% | 0.2% | 0% | -5%
Cn1cnnc1-c1cccc(NC(=O)c2cc(F)c(F)cc2Cl)c1
  4% | -4% | 7% | 8% | 1 | -1% | -1% | 0.0% | 0% | -4%
CCOC(=O)Cc1csc(NC(=O)CSc2nnc(C(C)C)n2CC)n1
  -4% | 7%[46.1 µM] | 12% | 2% | -6 | 6% | 5% | -0.1% | 3% | -5%
CCN1C(=O)[C@@H]2[C@@H](c3ccc(-c4ccc(OC)cc4)cc3)N3CCC[C@@]3(C(=O)OC)[C@@H]2C1=O
  nt | -3% | 2% | -17% | -1 | 13% | -15% | 0.4% | -5% | -1%
CCc1ccc(-c2nnn(Cc3nc4ccccc4s3)n2)cc1
  -6% | -3% | -45%[inhibitor][7.66 µM] | ? | 2 | 15% | 12% | 0.9% | 18% | -1%
COc1ccc(CNC(=O)c2ccc(N3CCOCC3)c([N+](=O)[O-])c2)cc1
  1% | nt | 24% | -20% | 17 | -3% | 3% | -0.2% | 5% | -1%
CN(C)C(=O)COc1ncnc2sc(-c3ccccc3)cc12
  12% | -3% | 0% | ? | -2 | 5% | 15% | -0.4% | ? | 1%
CCCCNC(=O)c1ccccc1SCc1c(C)noc1C
  -1% | 2% | -29% | -3% | -1 | 6% | -20% | -1.0% | -3% | -2%
COC(=O)Cn1c(=O)c2c(nc3n2CC(C)CN3CCc2ccccc2)n(C)c1=O (centres undefined)
  5% | 5% | -2% | -13% | 4 | -2% | -2% | -0.4% | -23% | -6%
COc1cccc(CNc2ncc(Br)cc2Br)c1O
  -7% | -2% | 17% | ? | 0 | 9% | ? | 0.0% | ? | -1%
CCO/N=C(\C)c1c(O)c(CC)c(-c2ccccc2)n(-c2ccccc2)c1=O
  -1% | 0%[46.1 µM] | 12% | -6% | 6 | 1% | 12% | -1.4% | -25% | -5%
Cc1nc2ccc(NC(=O)Cc3ccsc3)cc2s1
  9% | 4% | 1% | ? | 4 | nt | 14% | -0.4% | 11µM* | -2%
CCCS(=O)(=O)N1CCC(Cc2ccc(OC)cc2)(C(=O)OCC)CC1
  -22% | 0% | -6% | ? | 2 | 2% | -3% | -0.2% | -10% | -1%
O=C(CNS(=O)(=O)/C=C/c1ccccc1)OC1CCOC1=O (centres undefined)
  -16% | 4% | 15% | -6% | 2 | -8% | 26% | 0.2% | 18% | -1%
